CR mimetic SO: reduction of superoxide in aged yeast, primary screen, HTS. S. cerevisiae aged cells, superoxide DHE fluorescence; active compounds read low. superoxide response (% of plate mean), % at 10 µM. 330,000 tested, 0.18% active;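 active = superoxide response under a set limit, about three screen SD below normal, cut at about 65% in these data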;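 also: yeast aged for seven days with compound at 30 °C before DHE staining; 100% = average MFI of all compound-treated wells on the plate with controls excluded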
AGP1 TOR yeast: modulators of AGP1-GFP expression in yeast TOR pathway, primary screen, cell-based, multiplex flow cytometry, S. cerevisiae, MLPCN library; 3 h; GFP as percent of DMSO wells; GFP response vs DMSO, % at 10 µM; 320,000 tested, 0.02% active;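 active = GFP response relative to DMSO above a set limit, near screen average plus 3 SD, cut at about 150% in these data; inconclusive = fewer than 70 cells counted for the yeast strain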;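 also: median GFP channel fluorescence of the gated AGP1 strain per well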
VLA-4 inh: inhibition in human VLA-4 binding assay, primary screen, VLA-4 allosteric modulator project, MLPCN library, flow cytometry, VLA-4 expressing cells; inhibition, % (about 7 µM as worked out from the volumes in the protocol); ligand binding flow cytometry; 330,000 tested, 0.2% active; Integrin alpha-4 (Homo sapiens), P13612; in the data active = inhibition above about 50%
GLD-1 RNA inh: GLD-1/TGE RNA complex disruptors, primary screen, biochemical, fluorescence polarization; purified GLD-1 + fluorescein TGE RNA; inhibition, % at 5.96 µM; 320,000 tested, 0.44% active;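 active = percent inhibition above a per-plate cutoff, the plate mean of test compounds plus 3 SD, cut at about 30% in these data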;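 also: 0% = DMSO wells with GLD-1 and probe and 100% = wells lacking GLD-1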
GRK2 aptamer HTS: compounds blocking aptamer binding on GRK2 – biochemical, human GRK2, bead flow cytometry, HTS, primary screen. FAM-aptamer displacement from GRK2. 330,000 tested, 0.59% active. inhibition of aptamer binding, % at 10 µM;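 active = inhibition of aptamer binding above 40%, roughly 3 SD of noise, on plates passing a quality check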;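 also: median bead fluorescence of bound FAM aptamer so fluorescent compounds give negative values; no value below 0 was filed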
CIT2 TOR yeast: modulators of CIT2-GFP expression in yeast, primary screen, S. cerevisiae, GFP fusion, multiplex flow cytometry, MLPCN library; S. cerevisiae CIT2-GFP strain, 3 h; 100 means same as DMSO wells; GFP response vs DMSO, % at 10 µM; 320,000 tested, 0.065% active; AID 2029, 2009;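 active = GFP response relative to DMSO above a set limit, near the screen mean plus 3 SD, cut at about 150% in these data; inconclusive = Fewer than 70 cells measured for a yeast strain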;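 also: ratio of well median GFP fluorescence to mean of DMSO wells on the plate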
MEX-5 binding: MEX-5 zinc finger RNA-binding disruptors – biochemical, C. elegans, fluorescence polarization, MLPCN library, primary screen; MEX-5/FITC-TCR2 RNA binding; active compounds read low; 300,000 tested, 0.38% active; activity score (negative = inhibition of binding), % at 10 µM; AID 1832, 2009;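 active = inhibition past about -25% in most replicates, and total fluorescence under double the plate's negative control median, limit read from the data; inconclusive = replicates evenly split on the limit, or fluorescence at least double controls; inactive = too little inhibition in most replicates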;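 also: 0% = DMSO and -100% = 5 µM competing unlabeled TCR2 RNA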
Target sequence (Q9XUB2 whole entry, looked up): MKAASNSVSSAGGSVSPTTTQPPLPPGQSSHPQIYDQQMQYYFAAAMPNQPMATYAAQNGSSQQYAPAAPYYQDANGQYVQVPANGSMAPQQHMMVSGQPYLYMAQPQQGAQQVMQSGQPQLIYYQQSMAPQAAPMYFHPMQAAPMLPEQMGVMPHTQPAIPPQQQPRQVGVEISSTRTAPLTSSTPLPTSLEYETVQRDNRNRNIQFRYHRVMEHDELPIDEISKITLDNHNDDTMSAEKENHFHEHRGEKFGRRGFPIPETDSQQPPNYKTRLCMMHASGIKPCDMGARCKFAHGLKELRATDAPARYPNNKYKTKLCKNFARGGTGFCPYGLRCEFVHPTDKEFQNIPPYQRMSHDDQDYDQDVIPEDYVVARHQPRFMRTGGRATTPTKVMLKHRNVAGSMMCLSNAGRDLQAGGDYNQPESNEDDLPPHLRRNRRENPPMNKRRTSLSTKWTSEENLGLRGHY
MCL1 BIM primary: inhibitors of MCL1 binding to BIM-BH3, primary screen, biochemical, fluorescence polarization; GST-MCL1 / FITC-Bim-BH3 fluorescence polarization; AID 2057, 2009; inhibition, % at 10.9 µM; 320,000 tested, 0.68% active;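 active = inhibition above the mean inhibition of all tested compounds plus 3 SD, set per campaign, cut at about 40% in these data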;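 also: 0% = DMSO wells and 100% = unlabeled Bim-BH3 peptide control; higher means more loss of mP so more displacement of Bim peptide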
Target sequence (Q07820 whole entry, looked up): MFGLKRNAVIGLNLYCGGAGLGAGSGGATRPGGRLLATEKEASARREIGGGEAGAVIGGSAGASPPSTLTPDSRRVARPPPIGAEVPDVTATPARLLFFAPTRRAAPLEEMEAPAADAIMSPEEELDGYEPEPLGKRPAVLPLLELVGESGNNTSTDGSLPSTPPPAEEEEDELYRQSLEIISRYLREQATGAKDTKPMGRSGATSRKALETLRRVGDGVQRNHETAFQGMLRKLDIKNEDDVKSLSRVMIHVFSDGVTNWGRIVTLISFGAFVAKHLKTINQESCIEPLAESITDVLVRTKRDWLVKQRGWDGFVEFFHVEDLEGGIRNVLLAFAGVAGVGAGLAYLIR
Bcl-xL primary: inhibitors of human Bcl-xL, primary screen, biochemical, fluorescence polarization, HTS | Bcl-2-like protein 1 (Homo sapiens), Q07817 | GST-Bcl-xL / FITC-Bim BH3 peptide fluorescence polarization | inhibition, % at 10.9 µM | 320,000 tested, 0.7% active | AID 2129, 2009;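 active = inhibition above the mean of all tested compounds plus 3 SD, cutoff set per campaign, cut at about 30% in these data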;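 also: 0% = DMSO wells and 100% = unlabeled Bim-BH3 peptide competitor; inhibitors lower millipolarization by displacing the labeled peptide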
Target sequence (Q07817 whole entry, looked up): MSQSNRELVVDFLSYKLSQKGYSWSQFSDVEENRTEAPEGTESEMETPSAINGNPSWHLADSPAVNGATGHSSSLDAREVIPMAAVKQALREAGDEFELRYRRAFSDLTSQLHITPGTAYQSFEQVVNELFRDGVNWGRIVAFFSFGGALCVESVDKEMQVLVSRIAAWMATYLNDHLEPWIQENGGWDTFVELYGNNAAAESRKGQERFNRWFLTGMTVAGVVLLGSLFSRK
Active calls of the source: *; u = inconclusive; x = no result given; [ ] = another dose, or the depositor's remark.

SMILES	CR mimetic SO	AGP1 TOR yeast	VLA-4 inh	GLD-1 RNA inh	GRK2 aptamer HTS	CIT2 TOR yeast	MEX-5 binding	MCL1 BIM primary	Bcl-xL primary
CN(CCOC(=O)c1ccc2c(c1)OCO2)C(C)(C)C	114.5	99.1	5.1	-1.1	1.0	106.6	-0.4	1.9	2.6
Cc1cc(Cl)cc(C)c1OCC(=O)N1CCN(c2ncccn2)CC1	99.5	90.1	-15.4	8.7	1.0	78.1	x	0.9	6.5
COc1cc(N=C2C(=O)N3c4c(cccc42)C(C)=CC3(C)C)cc(OC)c1	109.6	105.6	25.9	8.1	1.0	101.8	-1.1	4.5	5.0
Cc1ccc(C(=O)Nc2nc3ccccc3c(=O)s2)cc1	109.0	89.4	-1.9	-5.3	0.0	90.9	-3.3	21.7	0.1
CCOC(=O)c1ccc(CNCc2ccccc2)cc1	88.6	87.6	4.1	5.6	2.0	106.0	-1.8	-2.8	2.0
O=C(O)c1ccc(S(=O)(=O)c2ccc([N+](=O)[O-])cc2[N+](=O)[O-])cc1	105.7	98.3	3.6	-4.0	0.0	114.6	1.5	8.8	7.0
COc1cc(OC)cc(-c2nnc(SCc3c(F)cccc3Cl)o2)c1	87.9	91.8	-3.2	2.7	0.0	97.6	1.5	4.8	4.9
CC(C)C(=O)Nc1ccc(N2CCN(C(=O)c3cccs3)CC2)cc1	96.7	107.9	-2.7	-1.9	4.0	103.4	1.2	-3.5	-7.3
COc1ccc(C2CC(C(F)(F)F)n3nc(C(=O)NCc4cn(C)nc4C)c(Cl)c3N2)cc1 (centres undefined)	122.0	96.4	0.2	6.3	6.0	91.2	-5.0	-12.2	-2.8
Cc1ccc(C23CC4CC(CC(C(=O)NC(C)C(N)=O)(C4)C2)C3)cc1 (centres undefined)	98.2	100.8	6.4	-8.2	5.0	95.2	-1.1	-1.2	2.3
O=C(CCN1C(=O)/C(=C/c2ccco2)SC1=S)Nc1ccc(O)cc1C(=O)O	99.1	93.5	8.2	x	10.0	95.3	-6.1	x	x
C=CCn1c(SC(C)C(=O)c2c(N)n(C)c(=O)n(C)c2=O)nnc1-c1ccoc1C (centres undefined)	77.9	103.1	-3.5	0.6	2.0	102.8	x	1.4	-1.7
O=C(NCCCn1ccnc1)C1CCN(S(=O)(=O)c2cc([N+](=O)[O-])ccc2Cl)CC1	114.6	103.3	9.9	2.4	x	107.6	x	x	x
CS(=O)(=O)N(CC(=O)NCC1CCCO1)c1ccc(F)c(Cl)c1 (centres undefined)	110.3	99.3	5.8	-3.4	3.0	99.5	-2.4	2.4	-1.1
Cc1cc(Nc2cccc(Cl)c2)nc(-c2ccccc2O)n1	95.6	93.9	-0.5	4.1	1.0	102.1	3.7	6.0	4.8
O=C(CSc1nnc(-c2cccs2)n1-c1ccccc1)N1CCCC1	92.6	95.7	0.5	3.3	3.0	101.3	-1.2	-4.3	-7.2
C=CCNC(=O)N1CCc2[nH]c3ccc(F)cc3c2C1	98.0	98.1	14.0	26.3	0.0	93.7	-5.9	17.4	17.1
CCOC(=O)C1CCCN(C(=O)CSCc2ccccc2)C1 (centres undefined)	93.4	95.8	-2.9	9.0	0.0	81.0	0.5	4.6	3.7
CC(C)CC(=O)Nc1cccc(-c2nc3ncccc3o2)c1	98.7	107.2	4.2	2.8	0.0	105.6	0.2	6.2	6.5
Cc1ccc(O)c(C(=O)c2cnc3c(c2)c(=O)n(C)c(=O)n3C)c1	104.2	93.1	2.5	1.0	0.0	x	0.1	-3.3	-0.3
O=C(NCCCO)/C(=C\c1ccco1)NC(=O)c1ccc(Br)o1	91.8	102.6	16.4	16.2	19.0	96.1	-7.6	22.9	22.4
Cc1cccc(-n2nnnc2SC(C)C(=O)NCCC2=CCCCC2)c1 (centres undefined)	106.8	107.3	-6.3	3.9	1.0	106.5	-1.4	8.4	9.6
O=C(Cn1c(=O)n(-c2ccc(F)cc2)c(=O)c2sccc21)NC1CCCCC1	162.6	109.7	-0.3	8.4	0.0	92.2	0.7	-1.4	3.0
COc1ccccc1NS(=O)(=O)c1ccc(NC(=O)c2ccncc2)cc1	86.2	98.9	12.9	4.6	3.0	92.7	-1.2	-0.2	1.9
CCNC(=O)COC(=O)c1sccc1C	103.8	94.0	0.0	3.5	0.0	96.8	x	3.5	2.8
Cc1ccc(S(=O)(=O)NC2CC3CCC2C3)cc1 (centres undefined)	92.9	109.0	-1.9	-0.3	2.0	97.2	1.2	-1.2	4.6
CCOC(=O)C1=C(C)NC(=O)NC1c1ccc(OCC(N)=O)cc1 (centres undefined)	98.8	114.5	-7.4	2.9	3.0	114.1	-0.9	-1.1	4.1
CCc1ccc(N(C(=O)CCC(=O)Nc2cc(C)on2)C(C(=O)NC2CCCC2)c2ccco2)cc1 (centres undefined)	101.7	100.5	2.5	-1.3	0.0	104.0	-0.5	2.6	3.8
CN(C)c1ccc(NC(=O)CN2CCN(c3ccc(F)cc3)CC2)cc1	100.3	97.8	11.3	5.2	0.0	98.5	1.6	6.0	8.0
COc1ccc(S(=O)(=O)NC(C)C(=O)NCc2ccccn2)cc1OC (centres undefined)	90.2	106.3	3.6	5.2	2.0	106.2	-0.6	5.2	0.2
CN(Cc1ccccc1)C(=O)CN1C(=O)NC2(CCCCCCC2)C1=O	85.9	102.4	4.2	6.5	0.0	102.8	x	5.7	3.0
Cc1ccc(C(=O)NCC(C)NC(=O)c2ccc(C)c(C)c2)cc1C (centres undefined)	98.1	91.0	3.8	3.4	0.0	81.3	-1.6	2.4	0.0
CCCc1nc2nc(C)c(NS(=O)(=O)c3ccc(Cl)cc3)c(=O)n2[nH]1	88.0	93.1	1.3	-3.9	0.0	97.9	1.9	7.0	9.4
O=C1N=C(N2CCOCC2)S/C1=C1\C(=O)N(Cc2ccccc2)c2ccccc21	96.4	95.7	-0.6	2.7	0.0	92.7	1.4	-2.8	-4.0
O=C(c1nc2ccccn2c1CNCCCn1ncc2ccccc21)N1CCCC1	87.6	105.8	1.8	2.9	0.0	99.6	2.3	5.1	5.5
Cc1cccc(/C=N/n2c(-c3ccco3)n[nH]c2=S)c1	89.5	91.6	5.6	1.2	0.0	87.7	0.6	-22.0	-23.2
CN(C)c1ccc(CNS(=O)(=O)c2csc(C(N)=O)c2)cc1	83.6	18.1[may fluoresce violet]	15.5	-1.0	0.0	u	0.6	-0.8	3.2
COc1cccc(C=Nc2cccc3c(=O)[nH][nH]c(=O)c23)c1O	95.0	102.6	9.2	3.9	2.0	107.1	-12.3	0.9	3.2
O=C(COC(=O)/C=C/c1ccccc1)NCc1cccs1	90.1	101.0	12.2	4.2	5.0	104.2	x	10.5	8.0
CCN1CCN(C(=O)C2CCC(CNS(=O)(=O)c3ccccc3)CC2)CC1 (centres undefined)	96.7	98.1	19.6	-0.2	1.0	98.2	3.3	5.7	4.5

Of the compounds above, these contain two or more sulfur atoms:
SMILES	CR mimetic SO	AGP1 TOR yeast	VLA-4 inh	GLD-1 RNA inh	GRK2 aptamer HTS	CIT2 TOR yeast	MEX-5 binding	MCL1 BIM primary	Bcl-xL primary
O=C(CCN1C(=O)/C(=C/c2ccco2)SC1=S)Nc1ccc(O)cc1C(=O)O	99.1	93.5	8.2	x	10.0	95.3	-6.1	x	x
O=C(CSc1nnc(-c2cccs2)n1-c1ccccc1)N1CCCC1	92.6	95.7	0.5	3.3	3.0	101.3	-1.2	-4.3	-7.2
CN(C)c1ccc(CNS(=O)(=O)c2csc(C(N)=O)c2)cc1	83.6	18.1[may fluoresce violet]	15.5	-1.0	0.0	u	0.6	-0.8	3.2

Next entries
SMILES	CR mimetic SO	AGP1 TOR yeast	VLA-4 inh	GLD-1 RNA inh	GRK2 aptamer HTS	CIT2 TOR yeast	MEX-5 binding	MCL1 BIM primary	Bcl-xL primary
Fc1cccc(NC(=S)NCc2cccnc2)c1	99.8	x	32.5	1.0	3.0	x	0.5	6.4	1.0
Fc1cccc(/C=N/Nc2ccc3ccccc3n2)c1	105.7	98.8	-6.1	6.4	4.0	93.1	-3.4	-4.7	-5.7
O=C(N/N=C/c1ccc(OCc2ccccc2)cc1)c1cccs1	98.7	98.0	-20.1	1.8	0.0	106.5	-0.4	-1.5	3.3
N#CC1=C(N)Oc2n[nH]c(-c3cccs3)c2C1c1ccccc1C(=O)O (centres undefined)	94.1	102.0	7.7	8.6	2.0	95.5	-0.9	11.6	4.4
CC(C)Cn1c(-c2ccc(F)cc2)n[nH]c1=S	97.8	106.0	-1.6	-0.2	1.0	112.8	0.5	-16.2	-16.4
O=S(=O)(NCC1CCCO1)c1ccc(Oc2ccccc2)cc1 (centres undefined)	68.6	110.5	-5.2	-3.2	3.0	109.8	0.3	-2.6	5.4
O=C(/C=C/NCC(=O)c1ccccc1)c1ccc(Br)cc1	88.9	102.4	6.1	0.7	0.0	97.9	2.4	-12.9	3.3
CCOC(=O)C1CCN(C(=O)C(CCSC)NC(=O)c2ccccc2OC)CC1 (centres undefined)	96.9	84.3	-12.3	2.6	0.0	83.6	x	-3.5	-0.8
CN(C)N=Nc1ccc(-c2cn(Cc3ccccc3)cn2)cc1	91.6	96.1	1.0	2.0	1.0	91.2	-1.7	-4.5	8.8
C/C(=N\NC(=O)CN(c1ccc(C)cc1)S(C)(=O)=O)c1cccs1	101.7	93.8	36.3	2.8	1.0	94.6	-1.0	-6.1	2.3
O=C(CCc1nc2ccccc2c(=O)[nH]1)N1CCN(c2ccc(F)cc2)CC1	95.2	109.1	4.3	-1.2	1.0	105.5	-0.2	-1.2	-4.8
CCCc1nnc(NC(=O)CCC(=O)NCc2ccc(OC)cc2)s1	91.6	99.5	1.4	-1.8	2.0	94.8	-1.6	-1.5	0.3
Cc1nc2ccc(C(=O)OCc3ccccc3Br)cc2nc1C	118.9	93.0	-19.4	15.0	0.0	98.1	-0.4	1.4	2.5
COc1ccc(Br)cc1CN1CCCC(C(=O)N2CCCCCC2)C1 (centres undefined)	112.5	106.5	9.9	2.5	2.0	95.6	-5.2	0.9	-1.4
COc1c(Br)cc2c(C)c(C(=O)O)oc2c1Br	129.3	90.5	-12.4	-1.3	6.0	98.7	0.8	12.6	8.5
O=C(NCc1ccc(F)cc1)C1CCN(S(=O)(=O)c2cccnc2)CC1	125.0	98.3	1.5	-3.1	4.0	97.0	-0.8	-1.0	0.3
NC(=O)C1=C[C@@H](c2ccccc2)C[C@@H](OCCCCO)O1	109.3	81.7	-7.2	6.4	5.0	83.0	1.9	-0.5	0.2
Cc1nn2c(CN(C(=O)COc3ccccc3)c3ccccc3)nnc2c2ccccc12	96.1	105.3	-4.7	-8.1	3.0	87.3	-2.7	5.1	3.8
CN(C)Cc1nc2ccccc2c(=O)n1CC(=O)Nc1cccc(S(=O)(=O)N2CCOCC2)c1	97.8	104.7	-4.1	-2.2	2.0	94.5	1.0	-11.6	0.2
O=C(NCc1ccc(F)cc1)c1cccc2c1C(=O)c1ccc(Cl)cc1S2(=O)=O	104.6	94.9	-4.6	x	1.0	96.0	x	x	x

Source: PubChem
